# A3A deaminase = human APOBEC3A DNA deaminase inhibition | P31941 | recombinant A3A, FAM/TAMRA ssDNA deamination fluorescence | inhibition, % at 20 µM | 330,000 compounds, 0.41% hits;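 active = at least 40% inhibition at 20 µM here, with at most 30% in a related deaminase screen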;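 also: plate controls were A3A with DMSO for no effect and wells lacking A3A enzyme for full effect; some results filed as inactive read as strong as hits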
# hIAP inh = human IAP inhibition; purified IAP, CDP-Star luminescence, 30 min; P09923; inhibition, % at 10 µM; 330,000 compounds, 0.12% hits;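 active = inhibition reaching a set limit with compound at 10 µM in the primary screen, cut at about 35% in these data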;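 also: plate controls were DMSO wells with enzyme for no effect and no-enzyme buffer wells for full effect; values of inactives mirror those of a sister screen read the other way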
# Target sequence (P09923 whole entry, looked up): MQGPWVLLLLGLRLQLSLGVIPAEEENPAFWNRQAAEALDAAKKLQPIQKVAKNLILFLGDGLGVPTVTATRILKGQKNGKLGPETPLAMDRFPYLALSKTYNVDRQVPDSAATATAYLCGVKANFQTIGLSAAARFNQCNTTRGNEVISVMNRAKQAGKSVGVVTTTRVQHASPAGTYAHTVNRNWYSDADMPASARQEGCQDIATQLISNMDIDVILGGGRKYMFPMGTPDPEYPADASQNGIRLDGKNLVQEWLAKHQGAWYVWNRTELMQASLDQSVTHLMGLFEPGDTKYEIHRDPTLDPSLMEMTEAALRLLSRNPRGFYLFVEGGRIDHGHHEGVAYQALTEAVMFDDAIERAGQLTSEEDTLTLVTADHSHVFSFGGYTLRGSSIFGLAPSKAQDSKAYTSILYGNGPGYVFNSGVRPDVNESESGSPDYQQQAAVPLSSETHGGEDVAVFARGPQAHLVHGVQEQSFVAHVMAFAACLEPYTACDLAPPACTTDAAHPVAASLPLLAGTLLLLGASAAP
# APOBEC3G inh = APOBEC3G (human) deaminase inhibition; recombinant A3G, ssDNA deamination FAM/TAMRA fluorescence; inhibition, % at 20 µM; 330,000 compounds, 0.28% hits; AID 493012;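 active = inhibition of at least 40% at 20 µM, with no more than 30% in the related APOBEC3A deaminase screen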;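 also: plate controls were DMSO wells with A3G for no effect and wells lacking A3G enzyme for full effect; some compounds called inactive have numbers as strong as hits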
# Target sequence (Q9HC16 whole entry, looked up): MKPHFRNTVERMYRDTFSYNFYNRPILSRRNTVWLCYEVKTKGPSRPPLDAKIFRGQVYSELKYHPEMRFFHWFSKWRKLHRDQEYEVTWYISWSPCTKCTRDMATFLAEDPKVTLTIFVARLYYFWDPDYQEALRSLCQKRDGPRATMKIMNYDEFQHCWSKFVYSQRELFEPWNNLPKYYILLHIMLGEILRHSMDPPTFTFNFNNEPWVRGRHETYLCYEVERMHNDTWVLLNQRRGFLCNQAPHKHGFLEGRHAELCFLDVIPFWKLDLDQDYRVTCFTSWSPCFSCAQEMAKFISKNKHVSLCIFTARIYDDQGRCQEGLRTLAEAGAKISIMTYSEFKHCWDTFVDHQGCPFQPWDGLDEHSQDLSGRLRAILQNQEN
# tim10-1 inh = tim10-1 yeast growth inhibition; 330,000 compounds, 2.2% hits; inhibition, % at 20 µM; S. cerevisiae tim10-1 ts strain growth, BacTiter-Glo, 24 h; AID 463190;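 active = inhibition of at least 40%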;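 also: mutant grown at 25 °C; 0% = DMSO wells with yeast and 100% = wells holding no yeast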
# MIN6 prolif = inducers of beta-cell replication in MIN6 cells. AID 2380. MIN6 cells proliferation, ATPlite luminescence, 48 h; cells starved in 0.2% serum; 100% = growth in 10% serum. proliferation, % at 10 µM. 330,000 compounds, 0.29% hits;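 active = compounds whose signal lies at least 3.5 SD above the mean of all wells on their plate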;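 also: 0% = DMSO-treated cells in low-serum medium and 100% = 10% serum control; some compounds called inactive have numbers as strong as hits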
# NALP3 yeast inh = NALP3 inhibition in yeast; 330,000 compounds, 0.39% hits; inhibition, % at 10 µM; Yeast reconstituted NLRP3/ASC/caspase-1, beta-gal luminescence, 24 h;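 active = inhibition of 50% or more; inactive = inhibition below 50%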;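 also: plate controls were induced DMSO wells for no effect and uninduced yeast grown without galactose for full effect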
# mIAP block = blocks mouse intestinal alkaline phosphatase | purified mouse IAP, CDP-Star luminescence, 30 min | inhibition, % at 10 µM | 330,000 compounds, 0.2% hits | AID 2806;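 active = inhibition of at least 40% at 10 µM in the primary screen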;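 also: plate controls were DMSO with enzyme for no effect and no enzyme wells for full effect; values of inactives mirror those of a sister screen read the other way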
# mIAP activ = increases mouse intestinal alkaline phosphatase activity | muIAP, CDP-Star luminescence, 30 min; active compounds read high; 1 = vehicle-only enzyme signal, 0 = enzyme-free wells | AID 2805 | activation factor at 10 µM | 330,000 compounds, 0.24% hits;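 active = activation factor of at least 2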; also: the source names both 10 and 20 µM as test concentration; values of inactives mirror those of a sister screen read the other way
#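 Assay system: mouse IAP enzyme / Compound: DMSO-dissolved test compounds / Timing: 30 min, room temperature / Measured by: luminescence from enzymatic CDP-Star hydrolysis / Control set: DMSO-only wells, enzyme-free buffer wells as negative control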
# TIM10 inh = TIM10 yeast growth inhibition | inhibition, % at 10 µM | S. cerevisiae TIM10 strain growth, BacTiter-Glo luminescence, 24 h | 330,000 compounds, 1.4% hits;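 active = inhibition of 40% or more at the single tested concentration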;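 also: wild-type TIM10 isogenic control strain grown at permissive 25 °C; 0% = DMSO yeast wells and 100% = minimal medium wells without yeast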
# Active calls of the source: *.
SMILES,A3A deaminase,hIAP inh,APOBEC3G inh,tim10-1 inh,MIN6 prolif,NALP3 yeast inh,mIAP block,mIAP activ,TIM10 inh
CN(CCCC(=O)O)S(=O)(=O)c1ccc2c(c1)C(=O)c1cc(S(=O)(=O)N(C)CCCC(=O)O)ccc1-2,-2,2,-2,-14,3,18,0,1,-8
Cc1nn2cc(-c3cccc(Cl)c3)cnc2c1Br,-2,5,-7,1,-4,9,12,0.88,-20
COc1nsnc1N1CCOCC1,3,8,-2,7,3,7,-2,1,-10
COc1cccc(C(=O)N2CCC(n3nccc3NC(=O)C3CCOC3)CC2)c1 (stereo not drawn),-4,-21,-6,-24,-4,12,-1,1,-4
C/C(=C\C(=O)c1sccc1Cl)N(C)C,1,6,-1,10,-3,29,-6,1.1,11
O=C(CCC(=O)c1cccs1)Nc1ncccc1O,0,8,6,4,-1,2,4,0.95,12
NC(=O)c1cc([N+](=O)[O-])ccc1NCCN1C(=O)c2ccc(C(=O)O)cc2C1=O,-2,-2,-4,1,5,17,10,0.9,17
COc1ccc(C(=O)CC(=O)C(=O)Nc2ccc([N+](=O)[O-])cc2C)cc1,-5,8,0,1,-5,11,14,0.86,11
CC(C)CC(=O)NNC(=S)NCc1ccco1,-4,-79,-10,-3,0,17,6,0.94,-2
O=C(Cc1ccc(-n2cccc2)cc1)N1CCN(c2ccccc2F)CC1,-1,-3,-1,34,-3,27,3,0.97,17
O=S(=O)(Nc1ccc(-n2cnnn2)cc1)c1cccc(Cl)c1,-1,-2,-10,-3,1,-2,4,0.95,5
CCCn1c(SCC(=O)Nc2cccc(C(=O)OC)c2)nnc1-c1cccnc1,-2,-4,-3,14,-1,15,-3,1,7
Cc1c(C(=O)NCCC2=CCCCC2)sc2ncnc(N3CCCCC3C)c12 (stereo not drawn),-4,1,-6,32,-7,5,-6,1.1,10
COc1ccc([C@H]2CC(=O)C=C(c3ccc(F)nc3)C2)cc1OC,-4,5,-8,6,0,1,2,0.98,-3
CCOC(=O)c1c(-c2cccs2)csc1NC(=O)COC(=O)c1c(C)noc1C,3,-3,-2,8,-4,32,-10,1.1,-9
Cc1cc(C(=O)NCc2ccco2)c2cc(F)ccc2n1,-2,15,-7,3,1,4,12,0.88,8
Cc1cc(Nc2ccc(C(=O)O)cc2)n2nc(C)nc2n1,1,8,-2,-5,7,14,4,0.96,8
COc1ccc(-c2sc(Nc3ccccc3)n[n+]2C)c(C)c1C,-9,14,-14,13,-4,11,-4,1,3
CC(C)NC(=O)CS(=O)(=O)c1ccccc1,3,14,0,9,0,19,1,0.99,8
C#CCOCCOCCOCCNc1nc(N2CCN(C(=O)[C@H](CCC(=O)O)n3cc(C(N)CC(C)C)nn3)CC2)nc(N2CCN(C(=O)[C@H](CCC(=O)O)n3cc(C(N)CC(C)C)nn3)CC2)n1 (stereo partly drawn),1,-6,-3,-7,2,13,-11,1.1,1
CCN(CC)CCNC(=O)C(=O)Nc1ccc(C(=O)OC)cc1,-1,-3,-9,-9,-4,9,-3,1,7
Cc1cc(S(=O)(=O)N2CCN(CC(=O)NCCc3cccs3)CC2)ccc1Br,-1,6,-3,11,-1,3,2,0.97,16
CCOc1cc(C(=O)N(C)CC(=O)Nc2cccc(F)c2)ccc1OCC(=O)N1CCOCC1,-6,5,-11,1,4,13,6,0.94,3
Fc1c(CSC(=S)N2CCOCC2)cccc1CSC(=S)N1CCOCC1,-3,14,-9,17,1,18,11,0.89,12
O=C(CSc1nnc(NC(=O)c2c(F)cccc2F)s1)NC1CCCCC1,0,-4,-5,16,-2,14,-2,1,9
CC1CCC2C(C1)c1sc(=O)[nH]c1SC2(C)C (stereo not drawn),-2,10,-10,51*,-2,-23,-3,1,41*
CN(C)CCN(C(=O)CCS(=O)(=O)c1ccccc1)c1nc2c(F)cccc2s1,-2,7,2,-2,2,13,8,0.92,5
O=C(N/N=C/c1cn(-c2ccccc2)nc1-c1ccc(F)cc1)c1ccc(Br)o1,1,-9,0,15,-8,18,13,0.87,-4
CCCc1nnc(SCC(=O)NC2CCCCC2)n1CCOC,2,3,-9,13,1,10,4,0.96,3
O=C(COC(=O)/C=C/c1ccccc1Cl)NC1CCCCCC1,-5,-17,-9,26,-1,8,6,0.94,-2
COc1ccc(OCCCC(=O)Nc2ccc(N3CCCCC3)cc2)cc1,-2,-8,-10,-2,-1,20,9,0.91,-35
Cc1cccc(CN2CCC(CNC(=O)Nc3ccc(F)c(Cl)c3)CC2)c1,3,-31,-2,41*,-5,12,-226,3.3*,11
O=C(Nc1ccccc1C(=O)Nc1ccccn1)c1ccc([N+](=O)[O-])cc1,-1,11,-10,3,-1,20,10,0.9,1
COc1ccc2oc(=O)c(C(=O)Nc3ccccc3C)cc2c1,-7,-3,-10,15,-4,35,9,0.91,6
O=C(Nc1cc(F)cc(F)c1)c1sc(Cl)nc1-c1ccccc1,2,10,-5,15,0,11,-2,1,4
CCOC(=O)C1CCCN(C(=O)c2cc(Nc3ccc(OC)cc3)nc3ccccc23)C1 (stereo not drawn),-6,12,-7,22,0,-2,-3,1,25
COCC(C)n1c(SCC(=O)NNC(=O)c2ccc(F)cc2)nc2ccccc2c1=O (stereo not drawn),8,-46,-2,-13,-2,-5,-13,1.1,-12
COc1cc(Cl)c(S(=O)(=O)N2CC(C)OC(C)C2)cc1Cl (stereo not drawn),2,-16,0,24,-4,27,-6,1.1,-5
CC(C)c1nc2scc(-c3ccc(Cl)cc3)c2c(=O)n1N,-2,19,-6,-6,-1,12,4,0.96,-15
CCCCC1(CC)C(=O)NC(=O)NC1=Nc1ccc(OC)cc1 (stereo not drawn),-6,-3,-5,-3,3,5,0,1,5

# 5 of the entries above in order of the NALP3 yeast inh value, low to high.
Structure | NALP3 yeast inh
COCC(C)n1c(SCC(=O)NNC(=O)c2ccc(F)cc2)nc2ccccc2c1=O (stereo not drawn) | -5
CCOC(=O)C1CCCN(C(=O)c2cc(Nc3ccc(OC)cc3)nc3ccccc23)C1 (stereo not drawn) | -2
CC(C)c1nc2scc(-c3ccc(Cl)cc3)c2c(=O)n1N | 12
COc1ccc(OCCCC(=O)Nc2ccc(N3CCCCC3)cc2)cc1 | 20
COc1cc(Cl)c(S(=O)(=O)N2CC(C)OC(C)C2)cc1Cl (stereo not drawn) | 27

# More records follow:
SMILES,A3A deaminase,hIAP inh,APOBEC3G inh,tim10-1 inh,MIN6 prolif,NALP3 yeast inh,mIAP block,mIAP activ,TIM10 inh
CN(C)S(=O)(=O)c1ccc(F)c(C(=O)Nc2ccccc2C(=O)NC2CC2)c1,-1,-2,-8,13,-1,9,-1,1,-3
COc1cc(CC(=O)OCC(=O)NCC(C)C)cc(OC)c1OC,0,-2,-4,2,-4,3,-8,1.1,2
Cc1ccc(NC2=NCC(=O)N2C2CCCC2)cc1C,-6,-4,-7,14,-2,-43,-9,1.1,27
O=C1CC2(CCN(C(=O)c3ccc(Cl)cc3)CC2)Oc2ccccc21,3,-8,2,29,2,23,4,0.96,12
COc1ccc(-c2cn(CCC(=O)O)c(-c3ccncc3)n2)cc1,4,-11,0,-14,-1,4,3,0.97,5
COc1ccccc1C(=O)NC(=O)Nc1cccc(Cl)c1,1,-2,-5,16,-1,25,-2,1,19
CNC(=S)N1N=C(c2ccc(OC)cc2)CC1c1ccc(Cl)cc1Cl (stereo not drawn),-5,17,-6,19,-3,6,6,0.94,-1
COc1ccc(-n2c(=O)cc(N3CCCCCC3)[nH]c2=O)cc1,-4,5,-7,4,-2,0,-2,1,-19
O=C(CNS(=O)(=O)c1ccc(F)cc1)N1CCCCCC1,0,-12,-2,2,-3,15,4,0.96,2
COc1ccc(C(CC(=O)O)NC(=O)COc2ccccc2)cc1OC (stereo not drawn),-4,6,-2,13,-1,11,1,0.99,-3
O=C(Cn1ccccc1=O)Nc1ccc(Cl)c(S(=O)(=O)N2CCCCC2)c1,-4,-2,-1,19,4,11,-5,1,-4
CSc1nnc(C)c(/C=C/Nc2ccc(Cl)cc2)n1,-1,-15,-6,36,-3,20,7,0.93,19
C=CCNCc1ccc(C(=O)NCCCCCCC)cc1[N+](=O)[O-],-1,12,-6,-12,-1,17,5,0.95,-7
NC(=O)c1ccc(N=Nc2c(-c3ccccc3)[nH]n(-c3ccccc3)c2=O)cc1,1,-1,-2,-7,-5,16,15,0.85,12
COCCN1C(=O)N(c2cccc(C)c2)C(=O)C1CC(=O)Nc1cc(OC)cc(OC)c1 (stereo not drawn),2,7,-2,-1,-2,17,-7,1.1,4
Cc1ccc2nc(C(F)(F)F)c(C#N)c(N)c2c1,-2,17,-4,18,-1,42,5,0.95,24
CC1CC(C)CN(C/C=C/c2ccccc2[N+](=O)[O-])C1 (stereo not drawn),1,3,-5,6,0,12,6,0.94,-12
CCOC(=O)c1csc(NC(=O)CN2CCN(C)CC2)n1,1,-12,-5,-2,-1,17,1,0.99,-4
O=C(COc1ccc(-c2ccccc2)cc1)N1CCN(S(=O)(=O)Cc2ccccc2)CC1,1,1,-2,18,-3,9,-7,1.1,18
Cc1ccc(S(=O)(=O)Nc2nc(C)c(C(=O)NN)s2)cc1,-1,18,-9,-7,-2,5,8,0.92,-10
Cn1c(NC(=O)c2ccccc2F)c(-c2cccs2)c(=O)c2ccccc21,3,-3,2,8,-1,-2,-2,1,7
COc1ccc(-c2nc(CS(=O)CC(=O)NCc3ccc(C)cc3)c(C)o2)cc1OC (stereo not drawn),1,-7,6,23,-6,7,-2,1,11
CCOC(=O)/C=C/c1ccc2c(c1)S(=O)(=O)N(c1cccc(OC)c1)[C@H]2CC(=O)OCC,4,17,19,21,-3,-5,-3,1,10

# Some of these compounds in order of length of the SMILES, ascending:
SMILES,A3A deaminase,hIAP inh,APOBEC3G inh,tim10-1 inh,MIN6 prolif,NALP3 yeast inh,mIAP block,mIAP activ,TIM10 inh
COc1cc(CC(=O)OCC(=O)NCC(C)C)cc(OC)c1OC,0,-2,-4,2,-4,3,-8,1.1,2
Cc1cc(S(=O)(=O)N2CCN(CC(=O)NCCc3cccs3)CC2)ccc1Br,-1,6,-3,11,-1,3,2,0.97,16
CN(CCCC(=O)O)S(=O)(=O)c1ccc2c(c1)C(=O)c1cc(S(=O)(=O)N(C)CCCC(=O)O)ccc1-2,-2,2,-2,-14,3,18,0,1,-8

# Records above marked active in mIAP activ.
smiles | A3A deaminase | hIAP inh | APOBEC3G inh | NALP3 yeast inh | mIAP block | mIAP activ
Cc1cccc(CN2CCC(CNC(=O)Nc3ccc(F)c(Cl)c3)CC2)c1 | 3 | -31 | -2 | 12 | -226 | 3.3*

# Screening data from PubChem.
